ALDH1A1 inh = blocks purified human ALDH1A1 activity; Potency, µM (series often up to 75.3 µM), without a hit: at the highest dose activity, negative = inhibition, hits mostly inhibitors; AID 1030; 7.3% of 220,000 active; P00352; Purified ALDH1A1, NADH fluorescence, propionaldehyde substrate; active = well fitted inhibition curve with a large enough effect, not every such curve was filed as active; inconclusive = small, poorly fitted or top-dose-only effect, or another doubt; inactive = no such curve, though single readings can be large or run the other way;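 note: plate controls were no enzyme wells and a reference inhibitor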
Target sequence (P00352 whole entry, looked up): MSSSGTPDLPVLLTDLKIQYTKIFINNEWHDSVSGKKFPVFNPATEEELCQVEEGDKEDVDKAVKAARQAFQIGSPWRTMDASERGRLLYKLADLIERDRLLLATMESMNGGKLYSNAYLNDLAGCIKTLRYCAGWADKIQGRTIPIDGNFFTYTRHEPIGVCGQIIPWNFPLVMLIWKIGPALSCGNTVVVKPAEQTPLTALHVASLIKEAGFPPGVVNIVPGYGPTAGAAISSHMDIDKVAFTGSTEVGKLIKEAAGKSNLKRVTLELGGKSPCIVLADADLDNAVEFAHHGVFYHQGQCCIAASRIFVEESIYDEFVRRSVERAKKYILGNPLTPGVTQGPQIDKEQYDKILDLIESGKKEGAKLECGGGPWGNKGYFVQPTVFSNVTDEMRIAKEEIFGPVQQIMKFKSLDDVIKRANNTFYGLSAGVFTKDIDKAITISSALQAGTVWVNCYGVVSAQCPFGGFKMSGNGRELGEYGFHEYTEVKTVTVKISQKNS
Tau fluor counter = counter-screen for tau fibril formation inhibitors | Potency, µM (highest dose often 57.7 µM), for inactives: top-dose activity change, negative = decrease | 0.93% of 280,000 active | tau K18 P301L Alexa594 fluorescence, heparin fibrillization; note: nearly all actives have a fitted effect of over 55% in size
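Human K18 P301L tau (15 uM unlabeled plus 0.24 uM Alexa 594-labeled, final) in 100 mM sodium acetate pH 7 was mixed with compound and 20 uM heparin and incubated 6 hr at 37 C.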
TRb-SRC2 inh = disrupts binding of human TR beta to SRC2; TRbeta-SRC2 peptide binding, fluorescence polarization; receptor liganded with 1 µM T3; 0.065% of 280,000 active; Potency, µM (highest dose often 106 µM), for inactives: at the top dose activity change, negative = inhibition, hits mostly inhibitors; P10828; AID 1469;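 note: plate controls were bound peptide for no effect and peptide without receptor for full effect; nearly all actives have a fitted effect of over 50% in size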
Target sequence (P10828 whole entry, looked up): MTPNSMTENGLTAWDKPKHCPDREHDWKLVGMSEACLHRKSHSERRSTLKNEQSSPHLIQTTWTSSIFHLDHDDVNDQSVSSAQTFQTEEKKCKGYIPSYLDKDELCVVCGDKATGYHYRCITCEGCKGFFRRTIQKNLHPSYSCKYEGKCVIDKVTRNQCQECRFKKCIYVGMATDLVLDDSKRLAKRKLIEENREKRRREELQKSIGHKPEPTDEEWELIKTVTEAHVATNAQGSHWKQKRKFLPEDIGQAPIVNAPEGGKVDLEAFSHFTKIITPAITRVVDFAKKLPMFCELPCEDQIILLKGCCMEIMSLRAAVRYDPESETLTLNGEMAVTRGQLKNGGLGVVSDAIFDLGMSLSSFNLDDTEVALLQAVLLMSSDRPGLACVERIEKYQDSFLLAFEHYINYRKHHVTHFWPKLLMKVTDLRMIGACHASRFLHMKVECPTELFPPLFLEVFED
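Fluorescence polarization of 20 nM Texas Red SRC2 peptide with 0.6 uM human TRb ligand-binding domain, in Tris buffer with 1uM T3 and 5% DMSO. Incubated 5 hr ambient; normalized to unbound and bound controls.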
L3MBTL1 inh = L3MBTL1 (human) inhibition | Q9Y468 | AlphaScreen L3MBTL1–H3K9me1 peptide binding | Potency, µM (doses to about 57.1 µM), for inactives: at the top dose activity, negative = inhibition, most hits filed as inhibitors | 0.66% of 230,000 active; note: nearly all actives have a fitted effect of over 60% in size
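AlphaScreen proximity signal between nickel-chelate acceptor and streptavidin donor beads (final 10 ug/mL) reports binding of 50 nM L3MBTL1 to 75 nM biotin-H3 K9me1 peptide; complex incubated with compounds 30 min at room temperature; cefsulodin titration as control.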
GLA spleen mod = inhibitors or activators of human alpha-galactosidase in spleen homogenate. P06280. human spleen homogenate, 4MU-alpha-Gal fluorescence, 40 min. Potency, µM (top dose mostly 80 µM), for inactives: top-dose activity change, negative = inhibition, hits mostly inhibitors. 0.008% of 240,000 active. AID 2107;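 note: 0% = enzyme with vehicle and -100% = no enzyme basal signal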
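Inhibition or activation of alpha-galactosidase in human spleen homogenate is scored by 4-MU fluorescence after 40 min at 37C, pH 5.0, with 1 mM substrate. AC50s come from concentration-response fitted to the Hill equation.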
Tau fibril ThT = inhibitors of human tau fibril formation, thioflavin T binding; P10636; recombinant tau K18 P301L, heparin-induced fibrillization, ThT fluorescence; Potency, µM (series often up to 57.4 µM), without a hit: at the top dose activity, negative = inhibition, most hits filed as inhibitors; 2.1% of 270,000 active; note: nearly all actives have a fitted effect of over 55% in size
Target sequence (P10636 561-689 P618L limits assumed): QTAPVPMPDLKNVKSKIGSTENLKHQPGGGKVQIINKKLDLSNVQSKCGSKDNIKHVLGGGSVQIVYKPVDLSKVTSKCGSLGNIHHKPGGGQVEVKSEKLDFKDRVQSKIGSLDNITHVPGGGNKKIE
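ThT emission at 510 nm, taken 1 hr after adding 30 uM dye, quantifies aggregates formed when 20 uM heparin acts on human tau K18 P301L for 6 hr at 37 C.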
Tau FP inhib = inhibitors of human tau fibril formation; P10636; K18 P301L tau heparin fibrillization, Alexa594 FP, 6 h; Potency, µM (doses to about 57.7 µM), without a hit: at the top dose activity, negative = inhibition, most hits filed as inhibitors; 0.39% of 280,000 active; note: nearly all actives have a fitted effect of over 55% in size
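Human K18 P301L fragment (15 uM unlabeled plus 0.24 uM Alexa 594-labeled) in 100 mM sodium acetate pH 7 with compound, aggregation induced by 20 uM heparin for 6 hr at 37 C. ThT (30 uM) added for 1 hr, then Alexa 594 FP read.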
TR SRC2 fluor cs = alters Texas Red total fluorescence, flagging assay interference. Potency, µM (doses to about 106 µM), for inactives: top-dose fluorescence change, negative = quenching. TRb/SRC2 Texas Red total fluorescence interference. 0.29% of 280,000 active; active = well fitted curve in either direction with a large enough effect; inconclusive = small, poorly fitted or top-dose-only effect
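Human TRβ ligand-binding domain (0.6 uM) and Texas Red SRC2 peptide (20 nM) in Tris buffer with 1 uM T3 and 5% DMSO were incubated with pinned compound for 5 hr at ambient temperature. Total fluorescence was computed as S + 2P (555/632 nm).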
Active calls of the source: *; ? = inconclusive; . = not tested or not shown; & = joins results of further samples; [ ] = dose if it differs, or a comment. Unless noted, calls come from the whole dose curve; as a rule, active = well fitted curve in the direction sought with a large enough effect; inconclusive = small, poorly fitted or top-dose-only effect, or another doubt; inactive = no such curve, though single readings can be large; an effect the other way counts as inactive or inconclusive. Unless noted, % is set by controls: 0 for no effect and ±100 for the full control effect; potency is the fitted concentration of half-maximal effect.

Fields – ALDH1A1 inh	Tau fluor counter	TRb-SRC2 inh	L3MBTL1 inh	GLA spleen mod	Tau fibril ThT	Tau FP inhib	TR SRC2 fluor cs
- Cc1cccc(NC(=O)CSc2ncc3c(n2)-c2ccccc2N(Cc2ccc(F)cc2)S3(=O)=O)c1C
→ .	-14%	-5%	.	.	8%	?	4%
- CCN1CCN(c2ccc(NC(=O)c3ccc([N+](=O)[O-])o3)cc2Cl)CC1
→ 20µM*	-18%	-4%	.	-1%	?	2%	-5%
- CC1S/C(=N/N=C2CCCCC2)NC1=O (stereo unspecified)
→ -7%	4%	7%	-13%	-13%	7%	1%	5%
- C=CCn1c(=O)c2ccccc2n2c(SCC(=O)NCc3cccs3)nnc12
→ -6%	0%	-10%	4%	4%	-6%	3%	1%
- CCCCC[C@H](O)/C=C/[C@@H]1[C@@H](CC(=O)CCCCC(=O)O)[C@@H](O)C[C@H]1O
→ -1%&-6%	-2%&-13%	5%&9%	.	18%&1%	-8%&-14%	-8%&8%	0%&-1%
- COc1ccc(CCNC(=O)C2CC3Cn4c(nc5cc(Cl)c(Cl)cc54)C3N2C)cc1 (stereo unspecified)
→ .	10%	5%	.	0%	8%	4%	0%
- COc1ccccc1Nc1nc(N)nc(CN2CCc3ccccc3C2)n1
→ -6%	-10%	4%	?	-3%	-17%	4%	-1%
- Cc1ccc([N+](=O)[O-])cc1N/C=C1\CCCCC1=O
→ ?	-22%	-17%	.	-1%	?	-3%	-1%
- CCCCCCCCCCCCCCCC[N+](C)(C)CCN(Cc1ccc(OC)cc1)c1ncccn1
→ -4%[20.9 µM]	.	5%[53 µM]	5%	9%[29.1 µM]	.	.	-1%[53 µM]
- CCOC(=O)c1ccc(NC(=S)NC(=O)COc2ccccc2)cc1
→ 22µM*	-17%	1%	12%	-11%	?	-6%	-2%
- C=CCn1c(SCC(=O)NC(=O)NC2CCCC2)nnc1C1CCCCC1
→ 7%	-6%	0%	22%[11.4 µM]	1%	-8%	3%	-3%
- c1ccc2c(c1)cnc1ccccc12
→ .	-5%	-5%	.	8%	1%	-7%	-9%
- CC(C)OCCCNC(=O)c1ccc2c(c1)NC(=O)c1ccccc1S2
→ .	-9%	8%	.	.	-1%	0%	-12%
- COc1ccc(C2c3ccc4ccccc4c3Oc3ncn(CCCO)c(=N)c32)cc1OC (stereo unspecified)
→ .	-22%	-1%	-17%	-2%	-14%	-3%	-2%
- CC1(N2CCCCC2)CC2(O)C(=[N+]1[O-])CCC/C2=N\O (stereo unspecified)
→ 2%	-10%	6%	-3%	-5%	-24%	-2%	-2%
- COc1ccc(/C=C/C(=O)Nc2cc(S(=O)(=O)N3CCOCC3)ccc2C)cc1OC
→ ?	1%	-2%	14%	1%	6%	-4%	2%
- COc1ccc(CCNc2nc(-c3ccc(Cl)cc3)cc(C(F)(F)F)n2)cc1OC
→ .	-22%	-5%	.	.	-17%	-12%	-1%
- Cc1ccc2cc(-c3noc(C(C)(C)C)n3)c(=O)[nH]c2c1
→ ?	4%	4%	7%	-8%	-1%	-1%	-1%
- COc1ccc(Br)c2c1-c1nc(NC(=O)c3ccccc3SC)sc1C2
→ .	?	-14%	.	.	?	-7%	?
- COc1cccc(C2CCCN2Cc2nc(-c3cnccn3)no2)c1 (stereo unspecified)
→ -5%	-10%	2%	4%	-6%	-9%	5%	-5%
- CCCOC(=O)c1c(NC(=O)c2cc3nc(-c4ccc(OC)cc4)cc(C(F)(F)F)n3n2)sc2c1CCCC2
→ .	-2%	-20%[53 µM]	.	.	-7%	-10%	?
- COc1ccc(NC(=O)CSc2nnc(NC(=O)c3ccc(S(=O)(=O)N4CCOCC4)cc3)s2)cc1
→ -115%	-10%	-5%	29%	2%	-7%	?	3%
- C/C(=N/NC(=O)CNC(=O)CCc1ccccc1)c1ccc(Cl)cc1
→ .	-7%	-1%	-1%	7%	-6%	0%	-2%
- Cc1cc(Br)cc2c(C(=O)Nc3c(C)n(C)n(-c4ccccc4)c3=O)cc(-c3cccs3)nc12
→ -3%	3%	1%	0%	-2%	-17%	4%	-4%
- Cc1cc(C)cc(OCCSc2nc3ccc(NC(=O)c4cccs4)cc3s2)c1
→ .	?	10%	.	.	7%	7.1µM*	-20%
- CCOc1ccc(CN2CCN(Cc3cccn3-c3ncccn3)CC2CCO)cc1 (stereo unspecified)
→ -2%	-3%	-8%	31%[activator]	0%	-12%	7%	-8%
- CC1Cc2ccccc2N1C(=O)C1CCCN(S(=O)(=O)c2cccc3cccnc23)C1 (stereo unspecified)
→ 1%	-18%	-3%	.	-7%	-12%	?	1%
- CCN(c1ccccc1)S(=O)(=O)c1ccc(F)c(C(=O)O)c1
→ 15%	2%	2%	6%	22%	-1%	2%	0%
- O=[N+]([O-])c1cccc(-c2cnc3ccccc3n2)c1
→ .	-13%	-4%	-2%	-6%	-19%	4%	-4%
- O=S1(=O)N=C(N2CCN(Cc3ccccc3)CC2)c2ccccc21
→ 18%	-1%	-18%	-8%	5%	4%	-1%	1%
- COc1ccc(Nc2nnc(SC(C(=O)Nc3ccc(OC)c(Cl)c3)c3ccccc3)s2)cc1 (stereo unspecified)
→ ?	7.1µM*[quencher]	-10%	-13%	0%	-17%	18%	-1%
- Cc1ccc(-n2ncc3c(NNC(=O)Cc4ccccc4)ncnc32)cc1
→ -3%	-15%	5%	-4%	5%	?	-6%	-2%
- CC1(C)CC(=O)C2=C(C1)OC(N)=C(C#N)C2c1ccoc1 (stereo unspecified)
→ ?	-7%	-5%	9%	2%	-15%	-9%	-3%
- CN(C#N)c1nccc(-c2cccs2)n1
→ ?	10%	0%	3%	3%	-4%	-1%	6%
- Cc1[nH]nc2c1C(c1ccoc1)C(C#N)=C(N)O2 (stereo unspecified)
→ -2%	-8%	-4%	-6%	7%	?	-8%	1%
- C=CCNC(=O)COC(=O)c1ccc(Sc2nncn2C)c([N+](=O)[O-])c1
→ -11%	2%	5%	5%	-17%	-3%	5%	0%
- Cc1ccc(C)c(NC(=S)NNC(=O)c2csc3c2CCC(C)C3)c1 (stereo unspecified)
→ 10µM*	-20%	8%	-3%	3%	-17%	-4%	0%
- COc1ccc(NC(=O)CSc2nc3nc(C)c(Cc4ccccc4Cl)c(C)n3n2)cc1OC
→ .	-28%	-4%	.	.	-17%	5%	-1%
- Cc1[nH]nc2c1C1(C(=O)Nc3ccc([N+](=O)[O-])cc31)C(C#N)=C(N)O2 (stereo unspecified)
→ 8%	-10%	-12%	.	8%	-12%	-10%	0%
- O=C(CN1CCN(c2ccccc2F)CC1)NC(=O)NCc1ccccc1
→ -8%	-7%	-7%	.	5%	-7%	7%	0%

Entries of single compounds, looked up by structure.
`Cc1ccc([N+](=O)[O-])cc1N/C=C1\CCCCC1=O` is listed as ALDH1A1 inh: ?; Tau fluor counter: -22%; TRb-SRC2 inh: -17%; L3MBTL1 inh: .; GLA spleen mod: -1%; Tau fibril ThT: ?; Tau FP inhib: -3%; TR SRC2 fluor cs: -1%
`CC1S/C(=N/N=C2CCCCC2)NC1=O` (stereo unspecified) is listed as ALDH1A1 inh: -7%; Tau fluor counter: 4%; TRb-SRC2 inh: 7%; L3MBTL1 inh: -13%; GLA spleen mod: -13%; Tau fibril ThT: 7%; Tau FP inhib: 1%; TR SRC2 fluor cs: 5%

More entries.
Fields – ALDH1A1 inh	Tau fluor counter	TRb-SRC2 inh	L3MBTL1 inh	GLA spleen mod	Tau fibril ThT	Tau FP inhib	TR SRC2 fluor cs
- CCOCCN1CCN(c2c(C)c(C)nc3cc(-c4cc(OC)cc(OC)c4)nn23)CC1
→ -6%	-11%	-8%	.	-2%	-11%	8%	-4%
- Cc1ccc(NC(=O)C(CC(C)C)NC(N)=O)cc1Cl (stereo unspecified)
→ 16%	-9%	-5%	1%	-4%	0%	-17%	0%
- O=C(c1ccc2c(c1)N(Cc1ccccc1)C(=O)c1ccccc1S2(=O)=O)N1CCN(Cc2ccccc2)CC1
→ .	-20%	-2%	.	.	-5%	0%	-3%
- CCCCCCOC1(c2ccccc2)OC(=O)c2ccccc21 (stereo unspecified)
→ 6%	-12%	0%	46%[activator]	0%	-11%	-5%	-2%
- C=CCc1c(N(CC)CC)nc(C)[nH]c1=O
→ .	-11%	4%	-1%	-7%	-6%	-15%	-3%
- Cc1ccc(S(=O)(=O)N2CCN(C(=O)CC3CCCC3)CC2)cc1
→ -11%	-8%	-10%	-2%	2%	-11%	2%	1%
- Cc1csc(C2=C(O)CN(c3ccc4c(c3)OCCOCCOCCOCCO4)C2=N)n1
→ 10%	4%	-4%	3%	-3%	1%	4%	-2%
- CCOC(=O)c1cc(-c2ccccc2)n(-c2cccc(C(=O)NC(C)(C)C)c2)c1C
→ .	-2%	-10%	.	.	-9%	0%	-1%
- O=C(Nc1ccc(-c2cnco2)cc1)c1ccc(Cl)cc1
→ -5%	-13%	2%	7%	-10%	-7%	5%	3%
- Cc1ccc(NC(=O)c2ccc(=O)n(CC(=O)Nc3c(C)cc(C)cc3C)n2)cc1
→ .	-19%	0%	.	.	-18%	0%	1%
- CCn1cnc2cc(NCc3ccc(OC)cc3)ccc21
→ -10%	-20%	-2%	.	4%	?	6%	-1%
- COc1ccc(Br)cc1CN(C)CC(=O)Nc1cc(Cl)ccc1Cl
→ -15%	-13%	-5%	3%	-2%	-12%	-8%	-3%
- Cc1ccc2nc(-c3ccc(NS(C)(=O)=O)cc3)cc(-c3ccccc3)c2c1
→ ?	?	.	-4%	1%	-12%	?	.
- COc1ccc(-c2csc(/C(C#N)=C\c3cccc([N+](=O)[O-])c3)n2)cc1
→ 18%	-12%	5%	10%	-5%	?	0%	10%
- COc1ccc(Cl)cc1-n1cc(-c2ccccc2)nc1SCC(=O)Nc1ccc(C)cc1
→ .	-18%	-1%	.	.	5%	?	-5%
- CC1=NN(C(=S)Nc2ccccc2)C(c2ccccc2)C1 (stereo unspecified)
→ -12%	-11%	-7%	0%	-4%	-7%	2%	0%
- O=C(N/N=C/C(Cl)=C\c1ccccc1)c1cnccn1
→ -13%	-3%	3%	.	1%	-7%	0%	-2%
- Cc1ccc(CCNC(=O)c2oc(=O)c3ccccc3c2-c2ccc(C)cc2)cc1
→ .	-13%	9%	.	.	-14%	-6%	0%
- CN(C)c1nnnn1-c1ccc(Cl)cc1
→ 8%	-3%	-5%	-3%	-3%	1%	?	0%

Assay outcomes as filed in PubChem.

Not a hit list; about 8.5% have a hit in one of these screens.
